Screening data deposited in PubChem by several laboratories.
SUMO Mot1 rescue – blocks SUMOylation pathway, rescuing yeast Mot1-301 growth | S. cerevisiae Mot1-301 growth rescue, ATP luminescence, 38.5C; percent above DMSO median, 100 means doubled | growth rescue, % at 18.8 µM | 320,000 tested, 1% active | AID 2716;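 active means every valid replicate shows activation above 250% relative to neutral control wells; inactive means the rest, any valid replicate at or below 250%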;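 further: OY570 slx delta 5 strain wells were the positive control but not used for scaling; some compounds called inactive have numbers as strong as hits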
AddAB inh – less growth of phage-infected E. coli with AddAB; 330,000 tested, 0.29% active; inhibition, % at 11.9 µM; E. coli expressing H. pylori AddAB, absorbance growth; in the data active means inhibition above about 12%;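 further: 0% = vehicle wells of infected cells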
PfHsp90 set2 – reduces growth (ATP signal) of yeast expressing P. falciparum Hsp90. S. cerevisiae expressing PfHsp90, BacTiter-Glo ATP, 48 h; yeast lacking PDR1 and PDR3 efflux regulators. inhibition, % at 9.4 µM. 310,000 tested, 0.32% active. AID 504621;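 active means every replicate shows inhibition above about 80%, whatever the replicate mean, limit read from the data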;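 further: 0% = DMSO neutral controls and 100% = 20 µM radicicol positive controls; yeast relying on Plasmodium falciparum Hsp90 in place of its own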
PKA-R2B act – PKA-R2B complex activation. PKA-R2B holoenzyme dissociation, Cy5-IP20 fluorescence polarization; R2B truncated from residue 108, S112A mutant; 0% DMSO only, 100% 113 µM cGMP. activation, % at 11.4 µM. 340,000 tested, 0.079% active. AID 504700;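 active means activation above a cutoff set at the mean over all compounds plus 3 SD, cut at about 18% in these data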;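 further: higher means more holoenzyme dissociation and a rise in polarization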
Tat export inh – inhibitors of E. coli Tat protein transport; E. coli MC4100 TorA-mCherry Tat export, fluorescence; inhibition, % at 10 µM; 340,000 tested, 0.036% active; AID 488895;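 active means mean replicate inhibition at least 50% and at least half of replicates individually reaching 50%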;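 further: exported cargo escapes ClpAP degradation while cytoplasmic cargo is degraded and loses fluorescence; 0% = median of neutral control wells and 100% = median of NaSCN control wells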
HTR5A inv ag – counter-screen for OPRM1-OPRD1 inverse agonists: human HTR5A inverse agonism. AID 504634. P47898. inhibition, % at 9.3 µM. HTR5A cell line, luminescence. 340,000 tested, 0.083% active; in the data active means inhibition mostly above about 23%, no sharp cut-off; inactive means mostly below about 18%;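 further: 0% = cells with DMSO and 100% = no-cell wells with DMSO; some compounds called inactive have numbers as strong as hits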
Ecoli viability – counter-screen for AddAB inhibitors: E. coli growth inhibition; E. coli V3065 growth, OD600 absorbance, 18 h; 330,000 tested, 0.27% active; inhibition, % at 11.9 µM; AID 449728;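 active means inhibition above the campaign's mean inhibition across all tested compounds plus 3 SD, cut at about 9.9% in these data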;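 further: uninfected addAB+ strain grown without phage in ampicillin broth; 0% = DMSO wells and 100% = ciprofloxacin 0.95 µg/ml wells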
MOR-DOR ag – OPRM1-OPRD1 heterodimerization agonism. P35372+P41143. cells, luminescence. activation, % at 9.3 µM. 340,000 tested, 0.3% active. AID 504326; in the data active means activation above about 18%;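 further: 0% = vehicle-treated cells and 100% = reference agonist; values of inactives mirror those of a sister screen read the other way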
Target sequence (P35372 whole entry, looked up): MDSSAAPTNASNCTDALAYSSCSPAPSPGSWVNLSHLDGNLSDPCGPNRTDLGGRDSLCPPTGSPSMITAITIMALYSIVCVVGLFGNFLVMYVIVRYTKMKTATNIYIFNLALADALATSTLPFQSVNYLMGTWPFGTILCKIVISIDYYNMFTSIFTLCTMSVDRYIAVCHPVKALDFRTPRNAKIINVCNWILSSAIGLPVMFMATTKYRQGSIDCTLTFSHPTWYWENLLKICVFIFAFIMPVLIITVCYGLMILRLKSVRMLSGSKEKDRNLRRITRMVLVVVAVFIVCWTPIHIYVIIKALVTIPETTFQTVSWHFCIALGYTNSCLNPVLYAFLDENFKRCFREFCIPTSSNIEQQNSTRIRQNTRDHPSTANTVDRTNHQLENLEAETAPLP
Target sequence (P41143 whole entry, looked up): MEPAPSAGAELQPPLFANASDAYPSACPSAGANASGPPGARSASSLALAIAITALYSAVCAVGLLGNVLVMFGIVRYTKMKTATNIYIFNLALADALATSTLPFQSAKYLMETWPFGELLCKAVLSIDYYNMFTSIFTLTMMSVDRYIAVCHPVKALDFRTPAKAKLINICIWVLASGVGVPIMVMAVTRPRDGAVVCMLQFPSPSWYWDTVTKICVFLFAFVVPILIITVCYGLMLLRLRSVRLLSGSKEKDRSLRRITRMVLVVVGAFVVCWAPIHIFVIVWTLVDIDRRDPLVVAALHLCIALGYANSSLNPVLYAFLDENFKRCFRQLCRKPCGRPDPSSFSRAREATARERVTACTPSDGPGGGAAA
phage Ecoli inh – E. coli growth loss with phage present | growth absorbance | inhibition, % at 11.9 µM | 360,000 tested, 0.26% active; in the data active means inhibition above about 11%
OPRM1-OPRD1 inv – mu-delta opioid heterodimer inverse agonism; inhibition, % at 9.3 µM; P35372+P41143; AID 504357; cell-based MOR-DOR heterodimer luminescence; 340,000 tested, 0.21% active; in the data active means inhibition above about 22%, passing the limit was not always enough;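 further: 0% = cells with DMSO and 100% = wells without cells with DMSO; values of inactives mirror those of a sister screen read the other way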
PKA-R1A act – activates the PKA-R1A holoenzyme complex. P00514+P68181. PKA-R1A dissociation, Cy5-IP20 fluorescence polarization; scaled: DMSO 0%, 113 µM cGMP 100%. activation, % at 11.4 µM. 340,000 tested, 0.083% active;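 active means percent activation above the mean of all tested compounds plus 3 SD, cut at about 19% in these data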;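 further: higher means more PKAc released from R1A so a rise in polarization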
* = called active by the depositor; nt = no result given. Compounds as they come; 2.2% or so of the library scored in one or more.

The line under a structure holds: SUMO Mot1 rescue	AddAB inh	PfHsp90 set2	PKA-R2B act	Tat export inh	HTR5A inv ag	Ecoli viability	MOR-DOR ag	phage Ecoli inh	OPRM1-OPRD1 inv	PKA-R1A act
COC(=O)c1cc(NC(=O)C2CC2)cc(C(=O)OC)c1
    86	-0.2	nt	8	-6	1	-1.0	0.2	0.9	-1	8
COc1ccc(NC(=O)CSc2nnc(-c3cc(C)[nH]n3)n2N)cc1OC
    32	-0.5	17	-1	-9	-6	0.2	-3.3	1.9	17	-6
CCOc1ccc(C2OCCC(C)O2)cc1OC (centres undefined)
    nt	nt	8	0	-5	5	nt	-2.7	1.2	13	8
COc1ccc(C2/C(=C(/O)c3ccc4c(c3)CC(C)O4)C(=O)C(=O)N2CCN2CCOCC2)cc1OC (centres undefined)
    nt	nt	-4	-6	-3	-3	nt	-3.8	-0.1	19	2
CCCNC(=O)C(=O)N/N=C/c1cccs1
    12	-1.2	-29	3	7	0	-0.7	-4.0	2.9	21	-4
O=C(c1ccc(CSc2ccccc2)cc1)N1CCN(c2ccccc2)CC1
    9	0.6	-16	-5	3	-35	2.2	0.4	4.5	-2	-8
COc1ccc(CNC(=O)C2CCN(c3cc(C(=O)Nc4cccc(OC)c4)ccn3)CC2)cc1
    -6	2.7	1	-1	-2	0	0.3	-1.9	-0.2	10	-9
CCN(CC)S(=O)(=O)c1csc(C(=O)OCC(=O)c2ccccc2)c1
    -3	-1.0	12	1	5	-10	-2.2	-0.2	3.3	1	3
CC(=O)n1cc(/C=N/NC(=O)c2cccc(O)c2)c2ccccc21
    20	-1.3	-27	-2	-11	3	-0.3	-1.7	1.7	8	6
CCN(CC)S(=O)(=O)c1ccc(N2CC(C(=O)NCCc3c[nH]c4ccccc34)CC2=O)cc1 (centres undefined)
    nt	nt	-2	-7	-8	11	nt	-1.5	1.6	8	4
CSCc1cc(N2CCOCC2)nc(SCc2ccc(Cl)cc2Cl)n1
    8	3.7	-31	-7	6	14	0.9	0.6	2.4	-4	9
COc1cc(OC)c(C(=O)OCC(=O)Nc2ccccc2Cl)cc1OC
    -4	0.6	-1	-8	-6	2	-1.1	2.0	2.4	-16	-6
Cc1ccc(CNC(=O)[C@]2(C)CCC[C@@]3(C)C4CC[C@@]5(C)C[C@]4(CCC32)CC5=O)cc1 (some centres undefined)
    -12	1.9	75	7	15	-23	0.2	1.8	3.3	-11	-2
O=c1c2c3c(sc2ncn1/N=C/c1ccc([N+](=O)[O-])o1)CCCC3
    290*	3.9	105*	1	-4	4	0.5	0.3	0.2	-2	-10
CCCCOCCCNC(=O)C1c2ccccc2Oc2ccccc21
    17	3.5	-1	7	-3	11	1.7	-1.2	-3.3	6	-1
CN1CCc2c(sc3c2C(=O)NC(c2ccccc2)N3)C1 (centres undefined)
    -6	0.3	-6	-7	-5	20	-0.4	-1.6	2.6	9	1
Cn1c(-c2sc3cc(C(F)(F)F)cnc3c2-c2ccccc2)n[nH]c1=S
    1	2.5	-9	-12	8	-11	-3.5	-2.1	1.3	10	-9
c1cc(-c2nnc3sc(C4CCCCC4)nn23)ccn1
    23	2.1	7	-6	3	7	-2.2	-0.3	4.0	1	-10
COc1ccccc1NS(=O)(=O)c1cc(NC(=O)Cn2cnc3c2c(=O)n(C)c(=O)n3C)ccc1C
    -10	3.9	-44	1	-7	nt	3.5	nt	2.0	nt	-7
CCOc1cc(/C=N\NC(=O)OC(C)(C)C)ccc1OC(=O)c1ccco1
    34	3.8	-23	-4	-3	4	0.2	-1.9	3.9	11	12
NC(=O)c1cc(NC(=O)COC(=O)CCCN2C(=O)c3cccc4cccc(c34)C2=O)cc(C(N)=O)c1
    14	-1.0	nt	-13	7	12	-2.3	-2.2	3.9	11	-10
CNc1nc2c(c(=O)[nH]c(=O)n2C)n1CCCc1ccccc1
    4	0.4	37	0	3	13	-1.0	-0.6	1.8	3	-3
CC1(C)Cc2c(sc3c2c2ncnn2c2nnc(SCC(=O)NCc4ccco4)n32)CO1
    -18	-0.2	nt	-3	-2	8	-1.5	-4.2	0.6	19	-11
Cc1ccc(C(=O)N(CC(=O)NC2CCCC2)c2cccc(F)c2)s1
    183	3.7	8	0	0	11	0.8	-0.2	1.8	1	0
CCC1CCc2sc(C(=O)NCC(c3ccc(OC)cc3)N3CCCC3)cc2C1 (centres undefined)
    9	-0.3	1	-15	-1	-4	1.7	-1.4	5.5	8	-8
CC(C)CC1Nc2ncnc(N3CCN(c4ccccc4)CC3)c2N(Cc2ccc(Br)cc2)C1=O (centres undefined)
    -22	2.6	nt	-16	3	4	0.6	-0.9	0.6	5	-5
O=C(/C=C/Nc1ccc(Br)cc1F)c1ccccc1
    1	4.0	19	-7	5	-9	1.0	0.0	2.8	0	-6
CCN(c1ccc(OC)cc1)S(=O)(=O)c1nnc(NC(=O)C(C)C)s1
    -11	nt	-4	0	-11	7	nt	-0.9	0.7	4	-6
O=[N+]([O-])c1ccc(NC(=S)N2CCN(c3ccccn3)CC2)cc1
    24	3.0	1	-19	2	2	-1.6	-3.0	-0.1	17	-11
CN(C)CCCNC(=O)c1ccc(-c2cc(O)c3ncccc3c2)cc1
    4	6.1	0	0	5	-1	5.8	-1.5	3.2	9	3

An excerpt from above in order of their number in SUMO Mot1 rescue, smallest number first:
SMILES,SUMO Mot1 rescue,AddAB inh,PfHsp90 set2,PKA-R2B act,Tat export inh,MOR-DOR ag,phage Ecoli inh,OPRM1-OPRD1 inv,PKA-R1A act
CCN(c1ccc(OC)cc1)S(=O)(=O)c1nnc(NC(=O)C(C)C)s1,-11,nt,-4,0,-11,-0.9,0.7,4,-6
CCN(CC)S(=O)(=O)c1csc(C(=O)OCC(=O)c2ccccc2)c1,-3,-1.0,12,1,5,-0.2,3.3,1,3
CCCNC(=O)C(=O)N/N=C/c1cccs1,12,-1.2,-29,3,7,-4.0,2.9,21,-4

Next section:
The line under a structure holds: SUMO Mot1 rescue	AddAB inh	PfHsp90 set2	PKA-R2B act	Tat export inh	HTR5A inv ag	Ecoli viability	MOR-DOR ag	phage Ecoli inh	OPRM1-OPRD1 inv	PKA-R1A act
COC(=O)C1CN(C(=O)C(C)Oc2ccc(C(C)C)cc2)c2ccccc2O1 (centres undefined)
    131	-1.1	-3	-7	5	-25	-0.6	2.1	-0.3	-10	-11
CC(=O)N1N=C(c2ccccc2O)OC1(C)CC(=O)Nc1ccccc1 (centres undefined)
    nt	2.9	1	0	-5	21	-0.3	-2.2	2.5	13	-7
CCOC(=O)C1C(c2ccccc2)N(C)OC1(O)C(F)(F)F (centres undefined)
    -10	1.3	-17	7	8	10	-3.0	-2.5	2.2	13	-2
Nc1n[nH]c(-c2ccc([N+](=O)[O-])cc2[N+](=O)[O-])n1
    nt	-0.2	-10	11	14	-9	-1.1	4.5	2.4	-23	-5
O=C(COC(=O)c1ccccc1OC(F)F)Nc1ccc(N2CCCCC2)cc1
    nt	2.6	-19	-5	7	2	1.4	-0.2	0.0	1	-4
COc1ccc2nc(SCC(=O)Nc3ccc4[nH]c(=O)[nH]c4c3)[nH]c2c1
    9	1.6	17	-9	9	9	0.5	-3.5	2.5	14	1
COc1ccc(S(=O)(=O)N2Cc3ccccc3CC2C(=O)N2CCOCC2)cc1 (centres undefined)
    -6	2.0	-35	-5	-2	-2	1.4	-1.4	2.9	8	1
O=c1c2ccccc2oc2cc(Br)ccc12
    nt	nt	-15	6	11	-1	nt	0.7	3.0	-4	-6
O=C(CCc1ccncc1)NC1CCCc2c1cnn2-c1cc(F)cc(F)c1 (centres undefined)
    0	2.7	-2	6	10	-9	1.4	-0.3	nt	1	-4
COc1ccc(CN2CCC3CC2c2cc(Cl)ccc23)cc1 (centres undefined)
    nt	nt	-11	-8	4	6	nt	2.9	2.5	-14	-2
Cn1cccc1C(=O)NC1CCCCCC1
    nt	0.8	nt	5	5	-4	0.0	-1.8	1.4	8	-2
COC(=O)c1ccccc1N1C(=O)[C@@H]2C(c3ccc(F)cc3)=NO[C@@H]2C1=O
    0	0.8	11	-9	-1	10	-1.3	-0.4	1.4	2	-3
CC(OC(=O)CCc1nc2ccccc2c(=O)[nH]1)C(=O)c1ccc(C(C)(C)C)cc1 (centres undefined)
    3	4.8	-1	3	4	-12	1.1	1.9	2.1	-10	-9
N#Cc1c(SCC(N)=O)nsc1SCc1ccc(Cl)cc1
    222	3.6	-2	6	3	4	-0.3	-0.9	1.3	5	7
CC(=O)c1ccc2c(c1)Cc1cc(C(C)=O)ccc1-2
    44	1.9	-7	-2	-11	-9	0.4	9.9	3.5	-62	-1
Cc1sc2nc(SC(C)C)nc(N)c2c1C
    -3	-1.1	-5	-7	-3	-14	0.7	2.8	-0.7	-16	2
CC1CC(C)CN(S(=O)(=O)c2cc3c4c(c2)CCN4C(=O)CC3)C1 (centres undefined)
    -11	1.1	nt	-11	4	2	2.8	-0.4	-1.4	3	-6
CCc1ccc[n+](-c2[nH]c(=O)sc2/C=N/N=C(\[O-])c2ccncc2)c1
    19	2.4	1	1	2	-2	-0.1	-3.1	1.3	16	-4
CCOC(=O)c1c(C)nn(-c2ccc(NC(=O)c3cccs3)cc2)c1C
    4	2.6	8	-10	6	-16	0.5	-0.7	3.3	4	-12
CCOC(=O)N1CCC(Nc2c(NCCCN3CCN(CC)CC3)c(=O)c2=O)CC1
    -12	1.9	-6	-13	0	-8	-0.2	0.5	0.3	-3	4
O=C(O)C(Cc1c[nH]c2ccccc12)N1C(=O)C2C3c4ccccc4C(c4ccccc43)[C@@H]2C1=O (some centres undefined)
    6	-0.1	-8	-1	-2	-3	2.1	1.0	-1.0	-5	-1
CSCCC(NC(C)=O)C(=O)OCC(=O)N(c1ccccc1)c1ccccc1 (centres undefined)
    -5	2.3	-1	-9	-6	-13	2.2	-0.5	-0.1	3	3
CCOc1ccc(C2CC(=O)N(Nc3ccc([N+](=O)[O-])cc3[N+](=O)[O-])C2=O)cc1 (centres undefined)
    0	-1.3	-6	0	-2	4	-1.2	2.1	3.3	-11	-4
CC(C)CCNC(=O)CCCc1ccccc1
    2	0.7	8	-3	6	-27	3.0	-4.3	3.0	21	3
CC(=O)c1c(N2CCN(c3ccccn3)CC2)nc(=S)n(-c2ccccc2)c1C
    0	1.4	-2	-2	1	8	-0.8	-2.0	1.2	9	-2
CC(C)(C)OC(=O)C[C@@H]1C/C=C\C[C@@H](CC(=O)N[C@@H](CO)Cc2ccccc2)C(=O)N2CCC[C@H]2COC1=O
    -6	-1.8	-3	-7	-39	9	-1.7	-1.6	0.9	9	0
Cc1sc2nc3c4ccccc4c(NCc4ccco4)nn3c(=O)c2c1C
    165	-1.9	5	-13	1	4	-5.4	-1.9	0.2	10	-6
O=C(Oc1ccccc1)N1CCCC1
    168	5.0	-10	7	-1	-26	2.0	-3.3	0.6	16	-6
CCC(=O)c1ccc(OCc2ccc(C(=O)OC)cc2)cc1
    35	-0.6	-44	4	-1	14	1.9	-2.0	5.2	10	-2
